aGal spleen mod = qHTS Assay for Inhibitors and Activators of Human alpha-Galactosidase From Spleen Homogenate. human spleen homogenate, 4MU-alpha-Gal fluorescence, 40 min. Potency, µM (top dose mostly 80 µM), without a hit: top-dose activity change, negative = inhibition, most hits filed as inhibitors. AID 2107, 2009. 0.008% of 240,000 active. Alpha-galactosidase A (Homo sapiens), P06280;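 note: 0% = enzyme with vehicle and -100% = no enzyme basal signal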
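Human spleen homogenate (1 ug) was the enzyme source, with 4-methylumbelliferyl-alpha-D-galactopyranoside (1 mM final) in pH 5.0 citrate buffer with 0.01% Tween-20. Compounds were titrated; after 40 min at 37C, NaOH/glycine stop, 4-MU fluorescence read; AC50 from Hill fits.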
Tau fluor cs = Counterscreen qHTS for Inhibitors of Tau Fibril Formation, Fluorescence Polarization; tau K18 P301L Alexa594 fluorescence, heparin fibrillization; Potency, µM (doses to about 57.7 µM), inactives show top-dose activity change, negative = decrease; 0.93% of 280,000 active; AID 1463, 2008; note: nearly all actives have a fitted effect of over 55% in size
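Human tau K18 P301L (15 uM unlabeled, 0.24 uM Alexa 594-labeled) in 100 mM sodium acetate pH 7 with 20 uM heparin, 6 hr at 37 C. ThT 30 uM added, 1 hr ambient; Alexa 594 FP and total fluorescence read at 555/632 nm.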
Tau ThT inhib = qHTS for Inhibitors of Tau Fibril Formation, Thioflavin T Binding. Microtubule-associated protein tau (Homo sapiens), P10636. recombinant tau K18 P301L (four-repeat tau fragment), heparin-induced fibrillization, ThT fluorescence. Potency, µM (series often up to 57.4 µM), inactives show at the highest dose activity, negative = inhibition, most hits filed as inhibitors. 2.1% of 270,000 active. AID 1460, 2008; note: nearly all actives have a fitted effect of over 55% in size
Target sequence (P10636 561-689 P618L limits assumed): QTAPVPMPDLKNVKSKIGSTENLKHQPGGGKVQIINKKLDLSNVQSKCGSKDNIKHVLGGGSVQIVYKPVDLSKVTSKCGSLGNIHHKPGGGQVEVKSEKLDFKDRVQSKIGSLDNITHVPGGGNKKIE
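Tau K18 P301L fragment (15 uM unlabeled plus 0.24 uM Alexa 594-labeled) in 100 mM sodium acetate pH 7 with compound, fibrillization induced by 20 uM heparin for 6 hr at 37 C. Thioflavin T (30 uM) added, fluorescence read after 1 hr (ex 450, em 510 nm).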
Tau FP inhib = qHTS for Inhibitors of Tau Fibril Formation, Fluorescence Polarization. Microtubule-associated protein tau (Homo sapiens), P10636. K18 P301L tau heparin fibrillization, Alexa594 FP, 6 h. Potency, µM (doses to about 57.7 µM), inactives show at the top dose activity, negative = inhibition, actives largely listed as inhibitors. 0.39% of 280,000 active; note: nearly all actives have a fitted effect of over 55% in size
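K18 P301L tau (15 uM unlabeled/0.24 uM Alexa 594-labeled, final) + compound + heparin 20 uM final; 100 mM NaOAc pH 7; 6 hr 37 C; ThT 30 uM final added, 1 hr RT; FP ex 555/em 632 nm.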
TR SRC2 fluor cs = Total Fluorescence Counterscreen for Inhibitors of the Interaction of Thyroid Hormone Receptor and Steroid Receptor Coregulator 2 | 0.29% of 280,000 active | TRb/SRC2 Texas Red total fluorescence interference | Potency, µM (titrated, usually from 106 µM), inactives show at the highest dose fluorescence change, negative = quenching; active = well fitted curve in either direction with a large enough effect; inconclusive = small, poorly fitted or top-dose-only effect
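Human TRb ligand-binding domain at 0.6 uM with 20 nM Texas Red SRC2 peptide in Tris buffer containing 1 uM T3 and 5% DMSO, incubated with compound 5 h at ambient temperature. Total fluorescence (555/632 nm) calculated as parallel + 2 × perpendicular.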
ALDH1A1 block = qHTS Assay for Inhibitors of Aldehyde Dehydrogenase 1 (ALDH1A1); Purified ALDH1A1, NADH fluorescence, propionaldehyde substrate; Potency, µM (doses to about 75.3 µM), without a hit: at the top dose activity, negative = inhibition, most hits filed as inhibitors; 7.3% of 220,000 active; AID 1030, 2008; active = well fitted inhibition curve with a large enough effect, not every such curve was filed as active; inconclusive = small, poorly fitted or top-dose-only effect, or another doubt; inactive = no such curve, though single readings can be large or run the other way;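 note: plate controls were no enzyme wells and a reference inhibitor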
Target sequence (P00352 whole entry, looked up): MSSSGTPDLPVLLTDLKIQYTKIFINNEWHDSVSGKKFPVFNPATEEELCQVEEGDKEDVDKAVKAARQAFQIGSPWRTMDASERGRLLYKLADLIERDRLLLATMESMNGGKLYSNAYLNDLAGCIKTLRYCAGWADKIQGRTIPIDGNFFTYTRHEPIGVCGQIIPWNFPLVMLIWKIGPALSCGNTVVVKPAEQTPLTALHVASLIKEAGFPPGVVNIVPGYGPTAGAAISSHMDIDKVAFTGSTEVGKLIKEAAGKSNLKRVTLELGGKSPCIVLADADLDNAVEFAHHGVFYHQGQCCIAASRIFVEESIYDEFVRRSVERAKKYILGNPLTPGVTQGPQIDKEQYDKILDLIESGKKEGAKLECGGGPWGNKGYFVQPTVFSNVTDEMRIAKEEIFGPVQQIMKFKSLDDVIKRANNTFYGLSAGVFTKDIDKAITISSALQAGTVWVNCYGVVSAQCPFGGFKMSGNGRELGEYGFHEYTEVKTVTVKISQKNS
TRb SRC2 PPI = qHTS for Inhibitors of the Interaction of Thyroid Hormone Receptor and Steroid Receptor Coregulator 2 | 0.065% of 280,000 active | AID 1469, 2008 | Potency, µM (doses to about 106 µM), without a hit: at the top dose activity change, negative = inhibition, most hits filed as inhibitors | TRbeta-SRC2 peptide binding, fluorescence polarization; receptor liganded with 1 µM T3;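 note: plate controls were bound peptide for no effect and peptide without receptor for full effect; nearly all actives have a fitted effect of over 50% in size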
Target sequence (P10828 whole entry, looked up): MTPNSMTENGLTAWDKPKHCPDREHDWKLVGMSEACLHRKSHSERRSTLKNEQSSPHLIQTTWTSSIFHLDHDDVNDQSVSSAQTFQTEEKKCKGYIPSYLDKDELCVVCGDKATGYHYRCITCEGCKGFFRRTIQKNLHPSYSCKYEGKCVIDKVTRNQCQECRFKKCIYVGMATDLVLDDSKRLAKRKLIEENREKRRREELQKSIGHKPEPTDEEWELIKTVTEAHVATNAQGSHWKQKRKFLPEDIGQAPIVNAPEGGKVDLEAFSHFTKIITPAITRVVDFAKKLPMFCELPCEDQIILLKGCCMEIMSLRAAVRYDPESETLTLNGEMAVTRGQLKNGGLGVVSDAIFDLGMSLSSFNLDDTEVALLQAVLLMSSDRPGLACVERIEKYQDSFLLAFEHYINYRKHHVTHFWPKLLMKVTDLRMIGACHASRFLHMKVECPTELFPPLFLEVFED
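Human TRb LBD (0.6 uM) plus Texas Red-labeled SRC2 peptide (20 nM), 1uM T3, 5% DMSO, 5 hr at ambient temperature. Decreased polarization (555/632 nm) flags inhibition; data normalized to free and bound peptide controls.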
L3MBTL1 block = qHTS Assay for the Inhibitors of L3MBTL1; Lethal(3)malignant brain tumor-like protein 1 (Homo sapiens), Q9Y468; AlphaScreen L3MBTL1–H3K9me1 peptide binding; Potency, µM (titrated, usually from 57.1 µM), for inactives: top-dose activity, negative = inhibition, most hits filed as inhibitors; 0.66% of 230,000 active; AID 485360, 2010; note: nearly all actives have a fitted effect of over 60% in size
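Read-out is AlphaScreen signal from streptavidin donor and nickel chelate acceptor beads (10 ug/mL final each) bridging L3MBTL1 (50 nM) and biotinylated K9-monomethylated H3(1-15) peptide (75 nM), after 30 min compound exposure at room temperature.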
Active calls of the source: *; ? = inconclusive; . = not tested or not shown; [ ] = another dose, or the depositor's remark. Unless noted, calls come from the whole dose curve; as a rule, active = well fitted curve in the direction sought with a large enough effect; inconclusive = small, poorly fitted or top-dose-only effect, or another doubt; inactive = no such curve, though single readings can be large; an effect the other way counts as inactive or inconclusive. Unless noted, % is set by controls: 0 for no effect and ±100 for the full control effect; potency is the fitted concentration of half-maximal effect.

SMILES	aGal spleen mod	Tau fluor cs	Tau ThT inhib	Tau FP inhib	TR SRC2 fluor cs	ALDH1A1 block	TRb SRC2 PPI	L3MBTL1 block
O=C(CNc1cccc(C(F)(F)F)c1)N/N=C/C1CCCCC1	1.1%	-6.7%	7.7%	1.0%	-2.8%	?	5.3%	-2.0%
CN(C)/C=C1/C=C(C=O)OC1=O	-6.9%	4.6%	-3.6%	-3.1%	4.1%	-5.7%	0.5%	-1.8%
NC(=S)N/N=C\c1c(OCc2ccccc2Cl)ccc2ccccc12	3.9%	?	-4.9%	?	-3.6%	-4.8%	8.5%	-25.7%
CC(=O)N1CCc2cc(NS(=O)(=O)c3cccs3)ccc21	-1.9%	-0.5%	-2.2%	0.9%	1.1%	-5.4%	-24.8%	4.6%
Cc1ccc2oc(-c3cccc(NC(=O)c4cccc5c(Br)cccc45)c3)nc2c1	.	-20.7%	-22.0%	-8.6%	6.6%	.	-2.8%	.
CCc1cccc(CC)c1NS(=O)(=O)c1ccc2c(c1)CCN2C(=O)C1CC1	.	-10.8%	-3.1%	-8.0%	1.4%	.	3.7%	.
COc1ccc(-c2nc(CN3CCCCC3c3nccn3C)c(C)o2)c(C)c1C (stereo unspecified)	1.8%	0.6%	-18.0%	-2.1%	-3.4%	-2.6%	2.7%	-28.8%
CCOC(=O)CSc1nc2nc(C)cc(C)n2n1	-12.6%	-4.3%	-9.5%	-7.5%	0.1%	-1.6%	-2.4%	7.7%
CCc1nn(CC(=O)NCCc2ccc(Cl)cc2)c(=O)c2cc3c(OC)cccc3n12	.	-4.1%	?	-9.0%	?	.	-0.8%	.
CCOc1ccc(CN2C(=O)c3ccccc3Sc3ccc(C(=O)N4CCN(C)CC4)cc32)cc1	.	-7.6%	-5.4%	-0.3%	0.8%	.	-8.9%	.

Random excerpt: five entries already listed, in no set order.
SMILES	aGal spleen mod	Tau fluor cs	Tau ThT inhib	Tau FP inhib	TR SRC2 fluor cs	ALDH1A1 block	TRb SRC2 PPI	L3MBTL1 block
CCOC(=O)CSc1nc2nc(C)cc(C)n2n1	-12.6%	-4.3%	-9.5%	-7.5%	0.1%	-1.6%	-2.4%	7.7%
CC(=O)N1CCc2cc(NS(=O)(=O)c3cccs3)ccc21	-1.9%	-0.5%	-2.2%	0.9%	1.1%	-5.4%	-24.8%	4.6%
CCOc1ccc(CN2C(=O)c3ccccc3Sc3ccc(C(=O)N4CCN(C)CC4)cc32)cc1	.	-7.6%	-5.4%	-0.3%	0.8%	.	-8.9%	.
NC(=S)N/N=C\c1c(OCc2ccccc2Cl)ccc2ccccc12	3.9%	?	-4.9%	?	-3.6%	-4.8%	8.5%	-25.7%
COc1ccc(-c2nc(CN3CCCCC3c3nccn3C)c(C)o2)c(C)c1C (stereo unspecified)	1.8%	0.6%	-18.0%	-2.1%	-3.4%	-2.6%	2.7%	-28.8%

Next records.
SMILES	aGal spleen mod	Tau fluor cs	Tau ThT inhib	Tau FP inhib	TR SRC2 fluor cs	ALDH1A1 block	TRb SRC2 PPI	L3MBTL1 block
CCC(C)[C@H](NC(=O)NCc1cccnc1)C(=O)OC (stereo partly specified)	5.9%	-6.8%	-6.5%	-8.9%	-5.0%	?	1.2%	4.9%
CC(C)CCn1c(O)c(N=NC(=O)Cn2ccc(C(F)(F)F)n2)c2ccccc21	5.6%	-10.8%	-7.9%	3.2%	0.5%	-0.7%	7.2%	-3.4%
CCOc1ccc(S(=O)(=O)c2cn(Cc3ccccc3C)c3ccc(OC)cc3c2=O)cc1	.	-9.8%	-1.0%	0.0%	0.0%	.	-9.2%	.
Cc1ccc(SCC(=O)Nc2ccc3oc(-c4cccc(Cl)c4)nc3c2)cc1	.	-21.1%	-9.2%	-10.8%	?	.	-0.5%	.
Cc1ccc(C)c(-n2c(-c3ccncc3)n[nH]c2=S)c1	10.4%	-4.4%	.	1.4%	0.4%	.	-2.5%	.
COc1ccc(O)c(C(=O)c2cc(C(=O)NCCc3ccccc3)c(=O)n(CCc3ccccc3)c2)c1	-3.6%	-8.0%	-6.0%	10.9%	-1.6%	3.7%	-6.8%	-28.2%
O=C(CSc1nc(-c2ccccc2)cs1)Nc1nccs1	-0.3%	-12.5%	-3.9%	-10.4%	-6.3%	1.4%	-6.2%	.
CCCCN(CCCC)C(=S)NC(=O)c1ccccc1Cl	3.9%	-4.5%	-1.8%	0.5%	1.6%	3.9%	-4.1%	-10.1%
O=C1CSC(c2ccccn2)N1c1ccc(C(F)(F)F)cc1 (stereo unspecified)	-6.9%	-18.7%	.	0.0%	1.0%	.	7.0%	.
Cc1c(Br)c(C(F)(F)F)nn1CC(=O)NCc1ccco1	-3.0%	-9.3%	-9.6%	-4.1%	-1.7%	-7.8%	-2.9%	.
O=C(OCc1cc2ccccc2[nH]c1=O)C1CCCO1 (stereo unspecified)	-7.4%	5.2%	3.0%	5.1%	1.5%	?	-5.4%	-1.1%
C#CCOC(=O)/C(=C/C=C/c1ccccc1)NC(=O)c1ccccc1	-5.3%	9.6%	10.8%	3.7%	0.8%	?	1.9%	-8.8%
Cc1ccc(OCC(=O)Nc2cnn(CCCC(=O)O)c2)c([N+](=O)[O-])c1	0.3%	-2.7%	-1.7%	3.2%	-1.6%	11.9%	-1.9%	.
CCOc1ccc(CCNC(=O)c2nnc(Cc3cc(OC)c(OC)c(OC)c3)o2)cc1OCC	.	-12.3%	-12.5%	-13.0%	-3.0%	.	3.0%	.
COc1ccc(NC2c3ncccc3C(=O)N2Cc2ccccc2)c(OC)c1 (stereo unspecified)	1.4%	-7.2%	-5.0%	3.1%	-2.1%	-16.9%	-7.0%	-27.4%
CCOn1c(SCC)nc2ccccc2c1=O	-1.3%	7.1%	6.0%	7.7%	-2.2%	?	-20.5%	-4.1%
O=C(O)C1=C[C@H](c2ccc(F)cc2)C[C@H](OCc2ccc(CO)cc2)O1	4.4%	8.4%	-4.9%	0.3%	-0.6%	.	-3.7%	.
CN(CCO)c1ncnc2c1sc1nc(N3CCOCC3)c3c(c12)CCC3	-1.1%	-7.4%	-9.1%	1.6%	-1.5%	?	0.7%	-5.8%
CCC1CCCCN1CCCNC(=O)C1CCC(Cn2c(=O)[nH]c3ccccc3c2=O)CC1 (stereo unspecified)	6.3%	-14.4%	-8.3%	-3.0%	0.6%	8.3%	8.1%	.
O/N=C1\CCCc2nnc3c(c21)CCCC3	4.6%	4.5%	3.7%	4.8%	1.8%	-10.3%	-19.9%	-1.5%
Clc1nc2c(-c3ccccc3)nnn2c2ccccc12	9.3%	?	.	?	-4.2%	.	6.4%	.
O=C1c2cccc3c(N4CCCCC4)ccc(c23)C(=O)N1c1ccc(O)cc1	-10.6%	-14.8%	-7.1%	-10.0%	-1.2%	-8.0%	3.4%	-0.5%
O=C(COC(=O)c1c2c(nc3ccccc13)CCCC2)c1ccc(Br)s1	2.7%	-13.3%	?	8.3%	-2.2%[53 µM]	-6.4%	0.3%[53 µM]	-5.8%
Cc1cc(NCCO)nc(N2CCOCC2)n1	?	-4.9%	-4.9%	-16.3%	-8.2%	?	-3.9%	15.0%
CC1Cc2ccccc2N1S(=O)(=O)c1cccs1 (stereo unspecified)	-19.5%	1.8%	-12.2%	?	0.2%	-12.2%	0.2%	.
Cc1ccc(C(=O)N2CCc3cc(CNC(=O)c4ccccc4F)ccc32)cc1	.	-5.3%	-9.5%	-0.1%	-1.6%	.	-6.1%	.
COc1ccc(OC)c(NC(=O)c2cc3cc(C)ccc3n2C)c1	.	?	-16.3%	6.6%	6.6%	.	-3.3%	.
Cn1nnnc1SCCNCc1ccccc1Cl	.	-8.2%	-2.9%	-5.4%	?	.	-4.2%	.
Cc1ccc(NS(=O)(=O)c2c(C(=O)N3CCC(C)CC3)c(C)n(C)c2C)cc1Cl	.	7.5%	2.8%	6.6%	-0.3%	.	8.3%	.
CN(CCNC(=O)CN1CCN(Cc2ccccc2Cl)C1=O)Cc1ccccc1	-0.5%	-7.7%	-4.8%	3.4%	1.5%	-0.5%	-16.1%	.
Cn1ccnc1Sc1cc(NCCCO)c([N+](=O)[O-])c2nonc12	-0.3%	?	4.47µM*	-13.2%	-1.2%	6.9%	-0.3%	17.4%
O=S(=O)(c1ccc(OCc2nc3ccccc3s2)c(Cl)c1)N1CCOCC1	-10.8%	-24.7%	-11.3%	9.1%	3.9%	?	-19.2%	-7.2%
CCOc1ccccc1NC(=O)COc1cccc2c(=O)n(CCOC)ccc12	.	-3.8%	-16.3%	-0.1%	-1.5%	.	-8.6%	.
COc1ccc(CC(=O)NCc2nnc(SCC(=O)Nc3ncc(C)s3)n2C)cc1	3.7%	-1.5%	0.0%	-0.9%	-1.8%	23.4%	7.3%	1.8%
COc1cccc(/C=C2\Sc3ccc(C(=O)NCc4cccnc4)cc3N(C)C2=O)c1	-3.1%	?	-16.8%	?	-1.9%	?	-0.2%	.
CCOc1ccc(-c2cc(C(=O)N3CCN(S(=O)(=O)c4cc(Cl)ccc4OC)CC3)[nH]n2)cc1	.	-28.9%	0.3%	-7.3%	10.6%	.	6.3%	.
O=C(NC1CC1)C1=C[C@@H](c2c[nH]c3ccccc23)C[C@@H](OCc2ccc(CO)cc2)O1	0.8%	-15.6%	-13.5%	5.4%	-1.6%	.	1.7%	.
COc1ccc2sc(NC(=O)NC(=O)c3c(Cl)cccc3Cl)nc2c1	-4.2%	?	-14.6%	-4.6%	-1.3%	.	-0.8%	11.3%

Screening results deposited in PubChem by National Center for Advancing Translational Sciences (NCATS).
